High-throughput results from PubChem.
rCAG RNA binder: binders of r(CAG) RNA repeats, primary screen, biochemical, fluorescence | r(CAG) RNA repeat, TO-PRO-1 dye displacement fluorescence | inhibition, % at 3 µM | 370,000 compounds, 1.3% hits | AID 651821, 2012;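 active means inhibition above the plate cutoff, the mean of all test compounds on that plate plus 3 SD, cut at about 35% in these data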;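 further: 0% = DMSO alone and 100% = 100 µM mitoxantrone as full dye displacement; higher means more dye released from RNA so lower well fluorescence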
sPLA2-III inh: human group III sPLA2 inhibitors, primary screen, biochemical, QFRET, BODIPY PC-A2 liposome substrate; 370,000 compounds, 0.56% hits; QFRET BODIPY PC-A2 liposome hydrolysis, fluorescence; inhibition, % at 12.2 µM; Group 3 secretory phospholipase A2 (Homo sapiens), Q9NZ20;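 active means inhibition above mean plus 3 SD of compounds lying within the high and low control bounds, cut at about 19% in these data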;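 further: 0% = median of test compound wells and 100% = no enzyme DMSO wells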
Tn6 DDE FP: inhibitors of Tn6 peptide binding to fibrin DD(E), primary screen, biochemical, fluorescence polarization, human fibrin, Tn6 probe; Fibrinogen beta chain (Homo sapiens), P02675; Fibrin DD(E) TRITC-Tn6 fluorescence polarization displacement; inhibition, % at 8.3 µM; 370,000 compounds, 0.21% hits; AID 720509, 2013;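 active means inhibition above a per-campaign cutoff: mean of compounds within control limits plus 3 SD, cut at about 15% in these data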;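 further: 0% = median of all compound wells on the plate and 100% = blocking peptide control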
Target sequence (P02675 whole entry, looked up): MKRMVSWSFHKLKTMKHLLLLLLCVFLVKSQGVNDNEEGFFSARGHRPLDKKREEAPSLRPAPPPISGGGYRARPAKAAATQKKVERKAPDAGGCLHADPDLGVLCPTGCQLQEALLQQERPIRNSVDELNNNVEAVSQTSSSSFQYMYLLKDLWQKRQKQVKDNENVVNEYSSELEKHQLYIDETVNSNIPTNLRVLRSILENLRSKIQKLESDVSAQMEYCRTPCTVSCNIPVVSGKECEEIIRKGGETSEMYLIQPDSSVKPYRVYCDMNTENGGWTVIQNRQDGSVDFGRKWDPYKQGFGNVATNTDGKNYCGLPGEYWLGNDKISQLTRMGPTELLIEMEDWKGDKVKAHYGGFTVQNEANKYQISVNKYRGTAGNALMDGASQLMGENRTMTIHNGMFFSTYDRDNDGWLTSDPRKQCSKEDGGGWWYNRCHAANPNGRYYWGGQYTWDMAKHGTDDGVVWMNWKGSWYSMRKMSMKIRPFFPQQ
proKLK7 act: proKLK7 zymogen activators, primary screen, biochemical, fluorescence intensity | Kallikrein-7 (Homo sapiens), P49862 | purified proKLK7, EDANS-DABCYL substrate fluorescence; 100% is mature enzyme control, 0% vehicle | activation, % at 7 µM | 370,000 compounds, 0.9% hits | AID 652039, 2013;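 active means activation above the mean of all tested compounds plus 3 SD, computed per campaign excluding outliers beyond control limits, cut at about 13% in these data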
GC-B act: human GC-B receptor activators, primary screen, HEK293 GC-B cells, cGMP TR-FRET, EC30 CNP; activation, % at 10 µM; AID 1920062, 2024; 0% at EC30 CNP, 100% saturating CNP; 370,000 compounds, 0.11% hits;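 active means activation at 10 µM reaching about 35% in either raw or pattern-adjusted values, limit read from the data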
ASAP1 GAP inh: inhibitors of human ASAP1 ArfGAP activity, primary screen, biochemical, fluorescence polarization; ASAP1-stimulated ARF1 GTP hydrolysis, GDP FP detection; Arf-GAP with SH3 domain, ANK repeat and PH domain-containing protein 1 (Homo sapiens), …; 360,000 compounds, 0.19% hits; inhibition, % at 16.5 µM; in the data active means inhibition above about 25%;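 further: 0% = vehicle with enzyme and substrate and 100% = no enzyme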
ARFGAP1 inhibitor: inhibitors of rat ARFGAP1 GAP activity, primary screen, biochemical, fluorescence polarization, GDP tracer; ADP-ribosylation factor GTPase-activating protein 1 (Rattus norvegicus), Q62848; Arfgap1-stimulated ARF1 GTP hydrolysis, GDP FP detection; 360,000 compounds, 0.26% hits; inhibition, % at 16.5 µM; AID 651572, 2012;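 active means inhibition above a per-plate limit, mean inhibition of low control wells plus 3 SD, cut at about 25% in these data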;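 further: 0% = DMSO wells with enzyme and 100% = wells lacking Arfgap1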
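Material – truncated rat Arfgap1 GAP domain · Buffer or medium – HEPES-based buffer, pH 7.5 · Reagent – human ARF1(Δ1-17)-GTP substrate · Dosing – 16.5 µM single point, 1.26% DMSO · Schedule – GTP hydrolysis reaction 2 h at 25 °C · Technique – GDP detection by fluorescence polarization · Benchmarks – No-Arfgap1 wells (100%) versus DMSO full-reaction wells (0%) · Repeats – single replicate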
GAA850 FXN act: FXN promoter activators, primary screen, cell-based, luciferase luminescence, HEK293 lucGAA850; HEK293 lucGAA850 FXN promoter luciferase reporter, 24 h; percent of 10 µM SAHA response; AID 540364, 2011; activation, % at 6 µM; 360,000 compounds, 0.56% hits;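 active means activation above the average of all compounds screened plus 3 SD, cutoff fixed separately per campaign, cut at about 7.5% in these data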;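 further: 0% = DMSO wells and 100% = 10 µM SAHA wells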
GC-A act: GC-A stimulated cGMP production enhancers – HEK293 GC-A cells, cGMP TR-FRET, EC30 ANP, primary screen; Atrial natriuretic peptide receptor 1 (Homo sapiens), P16066; 0% at EC30 ANP, 100% saturating ANP; activation, % at 10 µM; 370,000 compounds, 0.14% hits; AID 1671463, 2021; in the data active means activation above about 40%
ADAM10 inh: human ADAM10 inhibitors, primary screen, biochemical, QFRET, HTS | recombinant ADAM10, EDANS/DABCYL FRET peptide cleavage, 3 h | inhibition, % at 7 µM | 370,000 compounds, 0.62% hits;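 active means inhibition above a per-campaign cutoff equal to the mean of compounds falling between control-based bounds plus 3 SD, cut at about 20% in these data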;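 further: 0% = DMSO wells while the 100% control is not disclosed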
Target sequence (O14672 214-748 limits assumed): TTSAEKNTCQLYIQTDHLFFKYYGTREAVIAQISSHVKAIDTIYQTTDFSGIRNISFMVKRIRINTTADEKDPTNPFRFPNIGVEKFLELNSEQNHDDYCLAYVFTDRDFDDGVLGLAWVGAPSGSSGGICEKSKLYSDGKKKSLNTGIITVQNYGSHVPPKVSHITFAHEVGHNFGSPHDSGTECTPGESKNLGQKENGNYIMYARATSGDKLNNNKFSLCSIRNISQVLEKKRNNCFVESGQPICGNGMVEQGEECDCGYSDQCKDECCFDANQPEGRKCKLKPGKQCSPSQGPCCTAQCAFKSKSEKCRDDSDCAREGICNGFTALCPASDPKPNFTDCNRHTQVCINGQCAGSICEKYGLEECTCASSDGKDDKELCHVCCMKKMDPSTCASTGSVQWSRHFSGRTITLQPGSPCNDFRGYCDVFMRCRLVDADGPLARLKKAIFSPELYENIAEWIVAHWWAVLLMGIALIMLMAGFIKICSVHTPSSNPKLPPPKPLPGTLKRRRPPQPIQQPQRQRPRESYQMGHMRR
The depositor's hits bear a star; x = not tested or not shown.

mol | rCAG RNA binder | sPLA2-III inh | Tn6 DDE FP | proKLK7 act | GC-B act | ASAP1 GAP inh | ARFGAP1 inhibitor | GAA850 FXN act | GC-A act | ADAM10 inh
COc1cc(NC(=O)c2cc([N+](=O)[O-])ccc2NC(=O)CNCc2ccccn2)cc(OC)c1 | 13 | 1 | 5 | 0.8 | -3 | 8 | -12 | -2.1 | -13 | -4
O=C(NCCCN1CCCC1=O)C(=O)Nc1cccc(F)c1 | -5 | 6 | 5 | -0.1 | -3 | -12 | -3 | 4.3 | 6 | -7
Cc1c(C(=O)N(CCC#N)c2ccccc2)sc2nc3n(c(=O)c12)CCCC3 | -5 | -4 | 6 | -0.2 | 7 | 2 | -7 | 0.3 | 2 | -3
Cn1c(COc2ccc(Cl)cc2)nnc1SCc1ncc(-c2ccccc2)o1 | -8 | -5 | 1 | 0.7 | -9 | -1 | -15 | 0.4 | -16 | -8
CC(C)(C)OC(=O)N1CCCC(C(=O)CC#N)C1 (stereo not drawn) | 9 | -18 | -15 | 0.3 | -1 | 6 | 2 | 2.0 | 0 | -6
COCCCNC(=O)C[C@H]1C[C@@]2(C(=O)OC)C(=C[C@H](C3CCCC3)O[C@@H]2C)N(Cc2ccco2)C1=O | -1 | 3 | 10 | 0.0 | -2 | x | x | x | -8 | -3
Cc1cccc(/C=C2\Sc3ccc(C(=O)N4CCC(C(N)=O)CC4)cc3N(C)C2=O)c1 | 2 | -5 | -2 | -0.8 | 2 | 4 | 4 | -1.1 | 9 | 9
COCCCn1c(=O)c2ccccc2n(Cc2ccccc2C)c1=O | -6 | -1 | 0 | 1.0 | 17 | 10 | -4 | 3.6 | 11 | 7
Cc1cc(F)ccc1C(O)c1ncc(-c2ccccc2C(F)(F)F)[nH]1 (stereo not drawn) | -1 | 15 | -1 | 0.0 | -4 | 2 | 2 | -0.2 | -1 | -3
COCCN1CCn2c(nc3cc(NC(=O)c4ccc(OC)cc4)ccc32)C1 | 18 | 1 | -4 | -8.6 | -1 | -6 | 3 | -2.2 | 0 | -317
O=C(O)CCCCNS(=O)(=O)c1ccc(Cl)c(C(F)(F)F)c1 | -1 | -4 | 8 | 0.7 | 3 | 5 | 1 | 3.9 | -2 | 8
COC(=O)C1=C(C)N(Cc2ccc(F)cc2)C(=S)NC1c1ccc(Cl)cc1 (stereo not drawn) | 2 | 8 | -6 | -0.3 | -12 | -7 | -7 | x | -12 | 8
CCOC(=O)C1=NNC2C(=O)N(CC)C(=O)C12 (stereo not drawn) | 2 | 4 | -1 | 0.1 | 2 | -6 | 2 | 3.4 | 4 | -7
CCCNC(=O)C1CN(S(=O)(=O)c2ccccc2)CCN1S(=O)(=O)c1ccccc1 (stereo not drawn) | -2 | -4 | -1 | -0.2 | -5 | 16 | 18 | 0.0 | 3 | 2
CCCCNc1c([N+](=O)[O-])cc(C(=O)O)cc1[N+](=O)[O-] | -2 | 14 | -2 | -0.2 | 2 | 11 | 4 | 1.8 | 1 | -7
COc1ccccc1CNS(=O)(=O)CCNCCc1ccccc1 | -3 | 1 | 2 | -0.6 | 8 | 3 | -13 | 1.3 | -2 | -1
Cc1cc(C)c(S(=O)(=O)N2CCN(C3CC(=O)N(c4ccccc4Cl)C3=O)CC2)c(C)c1 (stereo not drawn) | -2 | -37 | 6 | -0.1 | 3 | 6 | -2 | -0.1 | -1 | 2
Cc1ccc(C(=O)n2cnc3ccccc32)cc1C | 3 | 5 | 16* | -0.4 | 1 | 1 | 0 | -1.8 | -7 | -4
COc1ccc(OC)c(NC(=O)CSc2nnc(-c3cccnc3)s2)c1 | 1 | 4 | -3 | 0.3 | 2 | -6 | 8 | 0.2 | 1 | 0
CS(=O)(=O)c1cnc(-c2ccccc2)nc1-c1ccc(Cl)c(Cl)c1 | -4 | -1 | 2 | 0.1 | 11 | -12 | -5 | 1.0 | 2 | -1
N#Cc1ccccc1Cn1c(=O)n(-c2ccc(CC(=O)NCc3ccco3)cc2)c(=O)c2sccc21 | 6 | -5 | -2 | -0.1 | 8 | -6 | -16 | -0.2 | 6 | -15
COc1ccc(NC(=O)CNc2cc(S(=O)(=O)N3CCOCC3)ccc2N2CCOCC2)c(OC)c1 | 5 | 3 | -6 | 0.3 | -5 | 1 | 6 | -0.8 | -1 | -6
Cc1ccccc1NC(=O)CN1C(=O)COc2ccc(Cl)cc21 | 3 | -4 | -2 | -0.1 | 0 | 2 | -6 | -1.1 | 2 | -3
CCOC(=O)C1=CC[C@@H](c2ccccc2)N(S(=O)(=O)c2ccc(C)cc2)[C@H]1/C=C/c1ccccc1 | 8 | -9 | -8 | -0.6 | -4 | -6 | 1 | x | -1 | 2
Cc1cc(C(=O)CN2C(=O)NC3(CCCc4sccc43)C2=O)c(C)n1-c1ccc(Cl)cc1 (stereo not drawn) | 4 | -1 | -3 | -0.6 | 5 | 5 | -1 | 1.7 | 5 | 2
CC1(C)CC(CCC(=O)NC(=S)Nc2ccccc2Cl)C(=O)O1 (stereo not drawn) | -6 | 5 | -2 | 0.0 | -7 | 2 | 9 | 2.4 | 3 | -2
C=CCN(C)NC(=S)Nc1ccccc1 | -3 | 16 | 3 | 0.2 | 8 | 3 | 0 | 2.8 | 2 | -4
COc1ccc(S(=O)(=O)N2c3ccccc3OCC2CC(=O)O)cc1 (stereo not drawn) | 5 | -4 | -1 | 0.3 | 2 | -1 | -6 | -2.1 | 1 | 2
O=C(COC(=O)c1ccc(O)cc1O)NC1CCCCCC1 | 2 | 5 | 4 | -0.1 | -6 | -3 | -7 | 1.8 | -3 | -12
COc1ccc(C(C)=O)c(Oc2cc(NN3CCCCC3)c([N+](=O)[O-])cc2[N+](=O)[O-])c1 | 3 | 6 | 7 | -0.3 | 3 | -10 | 0 | 1.8 | 0 | -5

Look-ups from the results shown.
Reading for O=C(NCCCN1CCCC1=O)C(=O)Nc1cccc(F)c1 in GC-A act: 6
Reading for O=C(O)CCCCNS(=O)(=O)c1ccc(Cl)c(C(F)(F)F)c1 in ASAP1 GAP inh: 5
Reading for COc1ccc(S(=O)(=O)N2c3ccccc3OCC2CC(=O)O)cc1 (stereo not drawn) in Tn6 DDE FP: -1
Reading for COCCN1CCn2c(nc3cc(NC(=O)c4ccc(OC)cc4)ccc32)C1 in rCAG RNA binder: 18
Reading for CS(=O)(=O)c1cnc(-c2ccccc2)nc1-c1ccc(Cl)c(Cl)c1 in proKLK7 act: 0.1

Continued:
Structure,rCAG RNA binder,sPLA2-III inh,Tn6 DDE FP,proKLK7 act,GC-B act,ASAP1 GAP inh,ARFGAP1 inhibitor,GAA850 FXN act,GC-A act,ADAM10 inh
Cn1ccc(C(=O)NC(=S)Nc2ccc([N+](=O)[O-])cc2O)n1,14,8,3,0.6,1,17,2,0.7,-4,-8
Cc1cc2occ(CC(=O)O)c2cc1C,-2,-4,-2,0.4,2,-10,-6,-1.4,-2,-5
COc1ccc(CCN2CC(C(=O)NCCc3cnn(C)c3)CCC2=O)cc1 (stereo not drawn),-2,4,-2,0.3,-1,-3,8,1.3,2,0
COc1cc(CN2CCN(C(O)(c3ccccc3)c3ccccc3)CC2)cc(OC)c1OC,-6,-26,-3,-0.6,-16,-10,-9,-1.0,-25,8
CC(=O)Oc1ccc2c(=O)c(N3C(=O)c4ccccc4C3=O)c(C)oc2c1C,-6,8,0,27*,12,-5,15,0.7,3,-23
CCc1cc2cc(C(=O)N3CCN(Cc4ccccc4)CC3)sc2s1,2,-1,7,1.1,-8,5,11,2.0,13,4
Cn1c(=O)c2c(nc(CN3CCN(C(=O)c4ccco4)CC3)n2CC(=O)C(C)(C)C)n(C)c1=O,-4,-1,3,-0.4,-4,9,-11,2.7,-3,4
CCO[C@H]1OC(C(=O)N2CCOCC2)=C[C@@H](C)[C@@H]1CCCO,-1,10,3,-0.5,-1,4,-6,2.0,2,5
CCCC(=O)OCCNc1cc(SCCC(=O)OC)c2nonc2c1[N+](=O)[O-],3,9,-1,-1.1,8,10,10,-0.3,4,-5
O=C(CC[C@H]1O[C@@H](n2ccc(=O)[nH]c2=O)[C@H](O)[C@@H]1O)NCc1ccco1,4,2,-3,0.1,2,-2,11,x,3,-4

Given with values under each structure: entries from further up
Values run as follows: rCAG RNA binder | sPLA2-III inh | Tn6 DDE FP | proKLK7 act | GC-B act | ASAP1 GAP inh | ARFGAP1 inhibitor | GAA850 FXN act | GC-A act | ADAM10 inh
CCCC(=O)OCCNc1cc(SCCC(=O)OC)c2nonc2c1[N+](=O)[O-]
→ 3 | 9 | -1 | -1.1 | 8 | 10 | 10 | -0.3 | 4 | -5
O=C(CC[C@H]1O[C@@H](n2ccc(=O)[nH]c2=O)[C@H](O)[C@@H]1O)NCc1ccco1
→ 4 | 2 | -3 | 0.1 | 2 | -2 | 11 | x | 3 | -4

Continued.
Structure,rCAG RNA binder,sPLA2-III inh,Tn6 DDE FP,proKLK7 act,GC-B act,ASAP1 GAP inh,ARFGAP1 inhibitor,GAA850 FXN act,GC-A act,ADAM10 inh
CCOC(=O)C1=C(COC(=O)c2cccc(N(C)C)c2)NC(=O)NC1C (stereo not drawn),-8,2,-3,0.8,3,-4,4,7.6,-1,-14
CC(C)(C)C(=O)NCc1ccc(C(=O)CN2C(=O)NC3(CCCC3)C2=O)s1,-2,2,3,-0.8,-4,-16,4,-0.3,1,-5
CCc1c(O)c(-c2ccccc2)c(=O)n(-c2ccccn2)c1-c1ccccc1,-3,19,-2,1.0,-3,-8,7,1.3,5,-4
O=C(Nc1ccccc1)Nc1nnc(/C=C/c2ccccc2Cl)s1,15,-2,-8,0.1,2,-7,4,0.2,4,-21
CC1(c2ccccc2)NC(=O)N(CC(=O)N2CCN(S(=O)(=O)c3c(F)cccc3F)CC2)C1=O (stereo not drawn),10,8,3,0.3,2,-10,-9,0.9,2,-1
CCOCCCNC(=O)CN1C(=O)/C(=C/c2ccccc2C)Sc2ccccc21,-5,-2,0,-0.4,6,5,-1,0.1,4,2
CCc1ccccc1NC(=O)CN(C)C(=O)COC(=O)c1cccnc1Cl,1,-3,3,-0.5,-5,-20,1,0.4,-2,-8
O=C(/C=C/c1ccco1)N1CCCC(c2ccccc2)C1 (stereo not drawn),11,2,8,-0.2,-1,-6,0,-1.7,6,-3
C=CCCC1CN(Cc2ccc(OC)cc2)S(=O)(=O)c2c(cccc2N(C)S(=O)(=O)c2ccc(C)cc2)O1 (stereo not drawn),6,3,3,-0.2,0,-6,-7,x,-4,-2
